# Source: PubChem BioAssay (several laboratories)
# cardiac RTF act – cardiac RTF calcium sensitization; IANBD-labeled TnC RTF fluorescence at EC20 calcium; 0% EC20 calcium, 100% full calcium; activation, % at 7.2 µM; actives 0.24% (n = 340,000); AID 493008;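 active = activation above the mean over all tested compounds plus 3 SD, cut at about 30% in these data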;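 note: rise in fluorescence read as greater calcium sensitivity of cardiac thin filaments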
# V-ATPase pHluor – yeast V-ATPase proton transport regulation by pHLuorin. S. cerevisiae, pHLuorin cytosolic pH fluorescence. response, % at 10 µM. actives 0.37% (n = 350,000). AID 504577; in the data active = response mostly above about 7.3%, no sharp cut-off; inactive = mostly below about 5.4%; note: actives read high; inactives centre near 0; some compounds called inactive have numbers as strong as hits; reference of the scale not given here
# Arr AP2 block – human beta-arrestin and AP2 interaction inhibition; inhibition, % at 10 µM; FITC-arrestin peptide / GST-AP2 beads, flow cytometry; AP2 beta2 appendage carries R879A mutation; actives 0.31% (n = 340,000);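 active = inhibition above a set limit, near 3 SD of compounds lacking own fluorescence, cut at about 54% in these data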;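 note: plate controls were DMSO wells for no effect and 5 µM unlabelled arrestin peptide for full effect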
#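 test system = AP2 appendage R879A on GSH beads | buffer or medium = PBS plus Tween 20 (0.05%) and BSA (0.1%) | incubation = 12 min plus 1 h, RT | detection = bead flow cytometry, FITC channel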
# MOR-DOR inv ag – inverse agonist of human OPRM1-OPRD1 heterodimerization. cell-based MOR-DOR heterodimer luminescence, inverse agonism. inhibition, % at 9.3 µM. actives 0.21% (n = 340,000). AID 504357; in the data active = inhibition above about 22%, passing the limit was not always enough;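 note: 0% = cells with DMSO and 100% = wells without cells with DMSO; values of inactives mirror those of a sister screen read the other way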
# Target sequence (P35372 whole entry, looked up): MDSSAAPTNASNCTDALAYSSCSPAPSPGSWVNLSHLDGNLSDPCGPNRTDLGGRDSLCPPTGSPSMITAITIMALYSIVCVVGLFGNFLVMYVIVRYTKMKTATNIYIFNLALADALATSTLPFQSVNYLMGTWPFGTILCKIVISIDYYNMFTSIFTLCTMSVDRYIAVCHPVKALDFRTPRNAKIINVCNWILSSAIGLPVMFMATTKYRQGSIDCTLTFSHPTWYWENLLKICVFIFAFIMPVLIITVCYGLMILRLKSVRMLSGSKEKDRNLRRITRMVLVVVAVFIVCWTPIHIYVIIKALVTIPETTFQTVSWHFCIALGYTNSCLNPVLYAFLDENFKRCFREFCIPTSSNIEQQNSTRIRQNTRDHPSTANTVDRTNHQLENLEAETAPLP
# Target sequence (P41143 whole entry, looked up): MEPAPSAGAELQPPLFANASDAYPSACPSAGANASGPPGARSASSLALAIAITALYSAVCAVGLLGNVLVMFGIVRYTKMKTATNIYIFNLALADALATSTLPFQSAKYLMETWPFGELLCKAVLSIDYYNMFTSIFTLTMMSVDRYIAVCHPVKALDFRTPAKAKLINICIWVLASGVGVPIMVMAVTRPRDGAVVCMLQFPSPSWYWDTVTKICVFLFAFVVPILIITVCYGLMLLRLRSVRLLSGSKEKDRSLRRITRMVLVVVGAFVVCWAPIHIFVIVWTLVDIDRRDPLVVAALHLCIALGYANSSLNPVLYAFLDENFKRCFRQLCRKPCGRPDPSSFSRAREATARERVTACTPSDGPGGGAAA
# C-LANA FP – blocks KSHV LANA C-terminal domain binding to DNA; MBP-C-LANA/FAM-LBS DNA binding, fluorescence polarization; inhibition, % at 9 µM; actives 0.078% (n = 340,000); AID 504423;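 active = highest replicate inhibition at or above 60% at 9 µM, even if other replicates fall short; inactive = all replicates below 60% inhibition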;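 note: 0% = neutral control wells and 100% = 4 µM acridine orange control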
# Pemphigus Ab inh – inhibitors of pemphigus antibody binding to human desmoglein-3. binding (percent of control), % at 10 µM. DSG3-coupled beads, scFv-anti-DSG3-GFP binding, flow cytometry; stronger effect = lower value. actives 0.48% (n = 310,000);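 active = binding more than 3 SD below its plate's average and above zero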;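 note: hits lower antibody fragment binding to DSG3; some compounds called inactive have numbers as strong as hits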
# Wnt act – activates Wnt/beta-catenin signaling in a reporter cell assay; AID 743398; actives 1.2% (n = 300,000); activator, plate reader; activation, % at 9.35 µM; in the data active = activation above about 30%, passing the limit was not always enough;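 note: 0% = neutral control wells and 100% = positive control wells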
# Keap1 Nrf2 FP – inhibitors of human Keap1-Nrf2 protein-protein interaction. Keap1 Kelch-Nrf2 peptide fluorescence polarization, 1536-well. Q14145. actives 0.15% (n = 340,000). AID 504523. inhibition, % at 9.4 µM; in the data active = inhibition above about 12%;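 note: human Keap1 Kelch domain with fluorescein labeled Nrf2 9mer peptide probe; 0% = neutral control wells and 100% = peptide positive control; higher means more block of Keap1 binding to Nrf2 peptide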
# MOR-DOR ag – agonists of human mu-delta opioid receptor heterodimerization; cells, OPRM1-OPRD1 heterodimerization, luminescence; activation, % at 9.3 µM; actives 0.3% (n = 340,000); P35372+P41143; in the data active = activation above about 18%;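 note: 0% = vehicle-treated cells and 100% = reference agonist; values of inactives mirror those of a sister screen read the other way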
# Cardiac RTF inh – cardiac RTF calcium desensitization; P19429+P45379; IANBD-labeled cardiac RTF, Ca2+ fluorescence; inhibition, % at 7.15 µM; actives 0.12% (n = 340,000); AID 493244;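 active = inhibition above the mean inhibition of all tested compounds plus 3 SD, cut at about 17% in these data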;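 note: assay run at fixed EC70 calcium of 1.6 mM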
# * = called active by the depositor; . = not tested or not shown.
entry	SMILES	Arr AP2 block	MOR-DOR inv ag	C-LANA FP	MOR-DOR ag	Keap1 Nrf2 FP	Pemphigus Ab inh	Cardiac RTF inh	Wnt act	cardiac RTF act	V-ATPase pHluor
1	Cc1ccn2c(Nc3ccccc3)c(-c3ccccn3)nc2c1	42	23	-0.2	-4.4	1	98	-4	-12	-4	-3
2	CC1CC(C)(C)CC2(C1)NC(=O)N(CC(=O)Nc1ccc3[nH]c(=O)[nH]c3c1)C2=O (centres undefined)	-11	-7	-4.3	1.8	-2	.	-9	-3	-2	2
3	Nc1nc(-c2ccc(Cl)cc2)cn1N	-3	-2	-2.0	0.5	-2	114	-6	.	-2	-2
4	C=CCn1c(Oc2ccc(C=O)cc2OCC)nc2c1c(=O)n(C)c(=O)n2C	-2	12	0.2	-2.4	-6	107	-7	1	1	0
5	COc1ccccc1C(=O)NCC(=O)NCCC(c1ccccc1)c1ccccc1	-16	-4	-0.7	0.9	-8	.	4	3	8	-1
6	O=S(=O)(Oc1ccc(C(=S)N2CCOCC2)cc1)c1ccc(Cl)cc1	39	3	0.7	-0.6	0	104	-9	-2	3	6
7	Cc1nc(SCCc2nc3ccccc3[nH]2)c2oc3ccccc3c2n1	4	0	1.0	0.0	-1	98	0	1	-5	-3
8	O=C(Cn1cncn1)N/N=C/c1ccncc1	13	5	-5.1	-1.0	-3	111	4	6	11	-6
9	CC(C)(C)C(=O)COC(=O)c1cc(S(=O)(=O)N2CCCCC2)ccc1N1CCOCC1	-20	13	1.3	-2.0	3	100	-11	1	-7	6
10	COc1cc(-n2c(=O)c3ccccc3n(CC(=O)c3ccc(Br)cc3)c2=O)cc(OC)c1OC	38	19	-0.7	-3.8	2	99	0	-1	0	1
11	Fc1ccccc1COc1ccc(/C=N/n2cnnc2)cc1	-14	14	0.5	-2.7	-2	95	1	37*	-3	0
12	CCc1cccc(CC)c1NC(=O)C(NS(=O)(=O)c1cccs1)c1ccccc1 (centres undefined)	-8	1	0.8	-0.1	1	102	12	.	-4	-1
13	CC1CCCN(CC(=O)NNC(=O)COc2ccc(Br)cc2)C1 (centres undefined)	-11	6	-0.6	-1.5	-2	100	-3	-2	-3	1
14	OCCNc1nc2ccccc2n1CC(O)c1ccccc1 (centres undefined)	-3	13	1.3	-2.7	-1	106	-1	0	-5	3
15	Cc1ccc(S(=O)(=O)NC(N)=NCCc2ccc(Cl)cc2)cc1C	3	-8	2.2	1.7	-3	109	-2	.	12	2
16	CC(=O)N=c1sc(C(C)(C)C)c(C)n1C	-11	5	3.9	-0.8	3	103	-11	.	-4	0
17	COc1ccccc1NC(=O)C/C(N)=N/OCC(=O)Nc1cccc(Cl)c1	-7	5	0.4	-1.2	-3	.	-2	-3	-1	-2
18	Cc1cc(/C=N/O)c(C)n1-c1ccccc1	.	27	4.2	-5.9	-4	108	-9	6	2	-1
19	COc1cc(N2C(=O)c3ccccc3C2=O)c(Cl)cc1C(=O)OCC(=O)N1CCOCC1	14	11	-0.4	-2.4	-2	104	-10	-3	6	3
20	CCN(C(=O)COC(=O)c1ccc2[nH]c(C)c(C)c2c1)c1c(N)n(Cc2ccccc2)c(=O)[nH]c1=O	19	-3	0.8	0.8	-8	99	0	-3	2	-3
21	C[C@@H](C(=O)NCCc1c[nH]c2ccccc12)[C@@H]1C[C@@]1(C)[C@@H](NC(=O)OCc1ccccc1)c1ccccc1	-3	19	-0.2	-3.3	-1	99	3	1	-3	-3
22	CCc1sc(N(C(=O)Cc2ccccc2)c2ccc(F)cc2)nc1-c1ccccc1	18	0	-0.3	-0.1	-4	.	2	0	-2	-2
23	Cc1sc2nc(CN(C(=O)NC3CCCCC3)C3CCCCC3)[nH]c(=O)c2c1C	5	-6	-0.4	1.0	1	102	-5	.	1	1
24	O=C(Nc1ccccc1N1CCCC1)c1ccc(N2CCCC2=O)cc1	32	-3	-1.7	0.6	-1	113	-13	6	1	-4
25	Cc1cccc(NC(=O)C2(c3cccs3)CCOCC2)c1	3	14	-0.7	-2.7	-8	110	-4	-8	2	7
26	Cc1nn(CCCC(=O)NCCc2ccccc2)c(=O)c2nn(-c3ccccc3)c(C)c12	-12	11	2.2	-2.3	3	100	-1	-2	-4	2
27	COc1ccc(NC(C)=O)cc1NC(=O)CN1CCN(C(=O)c2ccco2)CC1	20	8	-0.1	-1.6	-2	94	0	.	-2	-1
28	CCCCS(=O)(=O)NC1=NCN(Cc2ccco2)CN1	-2	11	-0.3	-1.8	-4	.	1	4	-7	3
29	S=C(NCC1CCCO1)N1CCN(c2ccccc2)CC1 (centres undefined)	-16	15	0.6	-2.8	-6	108	-2	0	-3	2
30	O=[N+]([O-])c1ccc(O)c(C2=NNC(c3ccccc3F)C2)c1 (centres undefined)	14	0	0.9	-0.1	-3	88	-2	-2	0	2

# Full records, looked up by structure.
# `O=[N+]([O-])c1ccc(O)c(C2=NNC(c3ccccc3F)C2)c1` (centres undefined) is listed with Arr AP2 block = 14; MOR-DOR inv ag = 0; C-LANA FP = 0.9; MOR-DOR ag = -0.1; Keap1 Nrf2 FP = -3; Pemphigus Ab inh = 88; Cardiac RTF inh = -2; Wnt act = -2; cardiac RTF act = 0; V-ATPase pHluor = 2
# `Cc1nn(CCCC(=O)NCCc2ccccc2)c(=O)c2nn(-c3ccccc3)c(C)c12` is listed with Arr AP2 block = -12; MOR-DOR inv ag = 11; C-LANA FP = 2.2; MOR-DOR ag = -2.3; Keap1 Nrf2 FP = 3; Pemphigus Ab inh = 100; Cardiac RTF inh = -1; Wnt act = -2; cardiac RTF act = -4; V-ATPase pHluor = 2

# Continued:
entry	SMILES	Arr AP2 block	MOR-DOR inv ag	C-LANA FP	MOR-DOR ag	Keap1 Nrf2 FP	Pemphigus Ab inh	Cardiac RTF inh	Wnt act	cardiac RTF act	V-ATPase pHluor
31	Cc1cc(NC(=O)CSCc2nc(-c3cccc(Cl)c3)oc2C)no1	9	-3	-1.5	0.6	-7	97	-9	0	0	1
32	Cc1cc(Nc2cccc(C(F)(F)F)c2)n2nc(C)nc2n1	-11	3	0.0	-0.7	3	.	0	.	-2	0
33	Cc1noc(C)c1CC(=O)Nc1ccc2c(c1)OCO2	20	5	1.1	-1.2	4	99	0	0	-4	3
34	CCSc1nc(N2CCOCC2)c2c(c1C#N)CCCC2	-6	-16	-0.3	3.7	2	106	4	-2	-5	-1
35	Cc1ccc(CNC(=O)C23CN(Cc4ccccc4)CC2C(c2ccc([N+](=O)[O-])cc2)=NO3)o1 (centres undefined)	1	-34	0.5	5.9	-4	105	6	-4	6	-3
36	CCCN(C(=O)CSc1nc2ccccc2n1CC)C1CCS(=O)(=O)C1 (centres undefined)	1	16	-1.0	-2.3	0	100	-6	-1	-6	1
37	O=C(NC1(C(F)(F)F)NC(=O)N(CCc2ccccc2)C1=O)C1CC1 (centres undefined)	-3	7	-0.3	-1.4	-3	104	-8	.	-5	2
38	O=C(O)c1sc2cc(C(F)(F)F)cnc2c1-c1ccccn1	-15	8	1.5	-1.6	-5	104	-4	-1	4	-2
39	Cc1cc(NC(=O)c2ccc(C(C)(C)C)cc2)no1	32	-2	-0.1	0.3	-1	92	4	-2	-1	-2
40	CCCC(CCC)C(=O)Nc1cccc(-c2cn3c(n2)SCC3)c1	7	10	-2.2	-1.9	-1	82	2	-3	2	5
41	COc1cc(OC)c(C(=O)NNC(=O)CN(C)S(=O)(=O)c2ccc(Cl)cc2)cc1OC	-1	17	-0.3	-3.1	-1	94	2	-1	-3	1
42	CC(C(=O)OCC(=O)N1CCN(c2ccccc2)CC1)N1C(=O)c2ccccc2C1=O (centres undefined)	-2	25	2.4	-6.2	-1	.	3	29	-3	1
43	Cc1ccc2c(c1)-c1c(ssc1=S)C(C)(C)N2C(=O)CN1C(=O)c2ccccc2C1=O	2	12	1.6	-1.9	-2	96	-4	.	6	-3
44	COC(=O)CCCNC(=O)c1ccc(S(=O)(=O)NCc2ccco2)cc1	-13	16	1.1	-3.0	-5	93	-2	-4	0	-5
45	COc1cc2c(cc1OC)CN(c1ncccc1[N+](=O)[O-])CC2	7	19	-1.1	-3.7	-3	94	-1	22	3	0
46	COc1cc(CN(C(C)=O)c2ccccc2C(=O)O)ccc1[N+](=O)[O-]	3	-3	-0.1	0.8	-1	108	6	-2	2	7
47	Cc1nn(CC(=O)Nc2nccs2)c(C)c1[N+](=O)[O-]	27	8	1.1	-1.5	2	102	-8	3	0	-2
48	O=C(O)COc1nsnc1N1CCOCC1	28	8	0.7	-1.4	-4	102	5	2	0	3
49	COc1cc(OC)c2cc(C(=O)N[C@@H](Cc3ccccc3)C(=O)O)n(C)c2c1	36	6	1.8	-1.4	1	98	1	-1	-4	2
50	CC1CCCN(c2ccc(C(=O)OCn3nnc4ccccc4c3=O)cc2[N+](=O)[O-])C1 (centres undefined)	25	12	0.1	-2.2	2	95	5	-1	1	0
51	Brc1cccc(-c2cnc3n2CCCCC3)c1	9	2	-1.0	-0.5	3	108	-9	.	3	-3
52	Cc1ccc(-n2nc3c(=O)n(CCCC(=O)NCc4ccccc4Cl)nc(C)c3c2C)cc1	3	5	1.0	-0.9	-7	.	-8	-4	-2	2
53	O=C(Nc1ccc(-c2nnc3n2CCCCC3)cc1)c1cnccn1	24	12	0.5	-2.1	2	102	6	.	-2	2
54	Cc1ccccc1-c1nn(-c2ccc(F)cc2F)cc1CNCCCO	38	9	-0.2	-1.9	-1	95	10	0	1	2
55	CC/C(=N/NS(=O)(=O)c1ccc(Cl)cc1)c1ccc(O)cc1	-2	1	-2.9	-0.2	-6	115	-7	.	5	-3
56	Cc1ccc(C(=O)OCc2nnc(-c3ccc(Br)cc3)o2)cc1	10	-5	-1.2	1.1	-2	101	2	-1	0	1
57	Cc1c(N2C(=O)CS/C2=N\N=C\c2ccccc2O)c(=O)n(-c2ccccc2)n1C	14	6	0.0	-1.2	-2	114	-4	-2	4	-6

# Quoted at random: two entries already listed, in no set order.
entry	SMILES	Arr AP2 block	MOR-DOR inv ag	C-LANA FP	MOR-DOR ag	Keap1 Nrf2 FP	Pemphigus Ab inh	Cardiac RTF inh	Wnt act	cardiac RTF act	V-ATPase pHluor
51	Brc1cccc(-c2cnc3n2CCCCC3)c1	9	2	-1.0	-0.5	3	108	-9	.	3	-3
57	Cc1c(N2C(=O)CS/C2=N\N=C\c2ccccc2O)c(=O)n(-c2ccccc2)n1C	14	6	0.0	-1.2	-2	114	-4	-2	4	-6
